# MCF10A rerep: DNA re-replication induction in MCF 10a cells; MCF 10A DNA re-replication, Hoechst nuclear intensity, 48 h; Potency, µM (titrated, usually from 46.1 µM), without a hit: at the highest dose activity, positive = re-replication, hits mostly activators; 350,000 tested, 2.9% active; also: % of control where 0% means no effect; nearly all actives have a fitted effect of over 50% in size
# TGFb inhibitor: TGF-b pathway inhibition; HepG2 CAGA-GFP TGF-b/SMAD3 reporter, GFP fluorescence, 18 h; TGF-beta stimulated, 500 pg/mL final; Potency, µM (highest dose often 46.1 µM), for inactives: at the highest dose activity, negative = inhibition, most hits filed as inhibitors; 410,000 tested, 1.2% active; AID 588855; also: % is scaled to controls: 0 for no effect and ±100 for the full control effect; nearly all actives have a fitted effect of over 65% in size
#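 Per well, imaged GFP fluorescence of HEPG2 CAGA-GFP cells gives the signal; cells get compound, then TGF-beta (500 pg/mL final), 18 h at 37 degrees C; %Activity versus -TGF-beta and +DMSO controls.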
# HepG2 viability: HepG2 cytotoxicity, counter-screen for TGF-b inhibitors; Potency, µM (series often up to 46.1 µM), for the others: at the highest dose activity change, negative = cytotoxicity, actives largely listed as cytotoxic; 410,000 tested, 0.76% active; HepG2 CAGA-GFP viability, ATP luminescence, 18 h; also: some results filed as inactive show a strong effect at the top dose
#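 CellTiter-Glo luminescence gave cytotoxicity after 18 hours at 37 degrees C. The cells were HepG2 CAGA-GFP in 1% FBS DMEM, stimulated with 500 pg/mL TGF-beta after compound addition. %Activity was normalised to no-cell wells (complete cell-killing) and DMSO (no toxicity), and curves were fitted and classified.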
# A549 viability: A549 cytotoxicity, counter-screen for Nrf2 inhibitors; Potency, µM (doses to about 46 µM), for the others: at the highest dose activity change, negative = cytotoxicity, hits mostly inhibitors; 390,000 tested, 0.16% active; A549 ARE-Fluc cells, CellTiter-Fluor viability, 18-24 h; also: % is scaled to controls: 0 for no effect and ±100 for the full control effect
#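 Cytotoxicity counterscreen: CellTiter-Fluor fluorescence was measured in A549 ARE_Fluc cells after 18-24 h of compound exposure in a concentration series. The subsequent BugLite luminescent read reports ARE-luciferase activity.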
# Nrf2 inh: inhibitors of Nrf2 signaling | A549 ARE-Fluc reporter, luciferase luminescence, 18-24 h | Potency, µM (titrated, usually from 46 µM), without a hit: top-dose activity change, negative = inhibition, actives largely listed as inhibitors | 360,000 tested, 2.1% active | AID 504444; also: % is scaled to controls: 0 for no effect and ±100 for the full control effect; nearly all actives have a fitted effect of over 60% in size
#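 Concentration-response testing used A549 ARE_Fluc cells at 5000 cells/well. Following an 18-24 h compound incubation, viability was read by fluorescence (Ex 405/Em 525) and luciferase output by luminescence.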
# EPAC2 antag: blocks human EPAC2 exchange factor; EPAC2 GEF exchange of Rap1B-BODIPY-GDP, fluorescence; AID 720708; Potency, µM (doses to about 114 µM), without a hit: at the highest dose activity, negative = inhibition, actives largely listed as inhibitors; Q8WZA2; 360,000 tested, 0.18% active; also: % is scaled to controls: 0 for no effect and ±100 for the full control effect; nearly all actives have a fitted effect of over 45% in size; many of its hits are not listed in these tables
# Target sequence (Q8WZA2 whole entry, looked up): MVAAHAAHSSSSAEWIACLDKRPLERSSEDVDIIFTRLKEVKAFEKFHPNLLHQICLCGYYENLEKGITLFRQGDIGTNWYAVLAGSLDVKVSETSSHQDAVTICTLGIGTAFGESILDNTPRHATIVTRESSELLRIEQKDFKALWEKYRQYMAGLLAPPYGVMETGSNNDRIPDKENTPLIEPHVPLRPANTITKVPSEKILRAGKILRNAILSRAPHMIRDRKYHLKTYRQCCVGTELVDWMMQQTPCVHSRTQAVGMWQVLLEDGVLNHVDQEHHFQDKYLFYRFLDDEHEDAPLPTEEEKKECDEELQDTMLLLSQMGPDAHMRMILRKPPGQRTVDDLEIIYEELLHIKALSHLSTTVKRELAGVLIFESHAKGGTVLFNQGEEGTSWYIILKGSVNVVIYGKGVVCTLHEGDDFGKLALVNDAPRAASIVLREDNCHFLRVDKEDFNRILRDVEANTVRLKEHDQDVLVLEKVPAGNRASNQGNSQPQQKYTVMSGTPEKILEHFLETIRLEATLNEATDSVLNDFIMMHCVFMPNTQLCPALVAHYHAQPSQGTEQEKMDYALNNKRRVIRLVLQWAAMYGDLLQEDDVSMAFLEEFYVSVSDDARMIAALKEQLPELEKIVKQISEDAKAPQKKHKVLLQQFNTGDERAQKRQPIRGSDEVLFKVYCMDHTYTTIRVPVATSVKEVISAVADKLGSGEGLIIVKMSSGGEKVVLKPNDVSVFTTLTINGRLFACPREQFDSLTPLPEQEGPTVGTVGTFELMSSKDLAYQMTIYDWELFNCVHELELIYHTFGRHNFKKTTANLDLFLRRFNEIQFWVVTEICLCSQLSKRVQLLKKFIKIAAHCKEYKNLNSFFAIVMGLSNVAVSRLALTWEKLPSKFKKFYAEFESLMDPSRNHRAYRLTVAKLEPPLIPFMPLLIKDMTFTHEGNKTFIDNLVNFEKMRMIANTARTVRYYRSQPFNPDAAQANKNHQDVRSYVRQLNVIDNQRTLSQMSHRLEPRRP
# S2 tox: cell viability loss in ATXN counter-screen | S2 cells (HEK-293 line with an ATXN2-luciferase reporter) viability, CellTiter-Fluor protease fluorescence, 24 h | Potency, µM (highest dose often 56.7 µM), actives largely listed as cytotoxic | 400,000 tested, 0.49% active | AID 651635; also: nearly all actives have a fitted effect of over 40% in size
# ATXN2 expr inh: ATXN2 expression inhibition. HEK-293 ATXN2-luciferase reporter, luminescence, 24 h. Potency, µM (titrated, usually from 57 µM), for the others: at the highest dose activity change, negative = inhibition, actives largely listed as inhibitors. 360,000 tested, 0.72% active; also: % is scaled to controls: 0 for no effect and ±100 for the full control effect; nearly all actives have a fitted effect of over 55% in size
#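 ATXN2-luciferase reporter cells (luciferase flanked by upstream and downstream ATXN2 gene portions) were treated 24 h at 37 °C with compounds at up to 57 uM. SteadyGlo luminescence gave expression; GF-AFC fluorescence gave viability.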
# Nrf2 activator: activates Nrf2 signaling; AREc32 ARE-luciferase reporter (MCF7-derived line), luminescence, 24 h; Potency, µM (series often up to 46.1 µM), for inactives: top-dose activation, hits mostly activators; 410,000 tested, 0.31% active; also: % of control where 0% means no effect; nearly all actives have a fitted effect of over 65% in size
#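 For detection, Steady-Glo was added and plates sat 30 min at RT; before that, AREc32_Fluc cells grown overnight in OPTI-MEM/5% FBS had been treated with 23 nL compound for 24 hr at 37 deg C.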
# * = called active by the depositor; i = inactive; ? = inconclusive; / = not tested or not shown; [ ] = dose if it differs, or a comment. Calls follow the shape of the dose curve; as a rule, active = well fitted curve in the direction sought with a large enough effect; inconclusive = small, poorly fitted or top-dose-only effect, or another doubt; inactive = no such curve, though single readings can be large; an effect the other way counts as inactive or inconclusive. Potency is read from the fitted curve at half-maximal effect.
# Fields: MCF10A rerep | TGFb inhibitor | HepG2 viability | A549 viability | Nrf2 inh | EPAC2 antag | S2 tox | ATXN2 expr inh | Nrf2 activator
- N#C/C(=C(/O)COC(=O)c1ccc(C#N)cc1)c1nc2ccccc2s1
 : 13% | 4% | 2% | -6% | 5% | -5% | i | 3% | 9.1%
- O=C(NCc1ccncc1)Nc1ccc(F)cc1
 : 1% | 2% | -1% | -3% | 5% | 2% | i | -7% | 0.3%
- Nc1nc(CN2CCN(C(=O)c3ccco3)CC2)nc(Nc2cccc(Cl)c2)n1
 : 1% | 26% | 3% | -1% | -1% | 7% | i | -18% | 3.9%
- CC(OC(=O)CCCOc1ccccc1)C(=O)Nc1ccc(Cl)cn1 (centres undefined)
 : -3% | 28% | -9% | 3% | 4% | -5% | i | -4% | -0.8%
- COCCNC(=O)C(c1ccc(C)cc1)N(C(=O)C(=O)NC1CCCC1)c1ccc2c(c1)OCCO2 (centres undefined)
 : -1% | 11% | -4% | -9% | -1% | -1% | i | ? | -0.2%
- CCNc1nc2c(c(=O)n(C)c(=O)n2C)n1CC(O)COc1ccccc1 (centres undefined)
 : / | 16% | -11% | 0% | -24% | / | i | -6% | -1.6%
- Cc1ccc(S(=O)(=O)N2CCCCC2)cc1NC(=O)CSc1nc(N)cc(=O)[nH]1
 : 1% | -20% | 1% | 0% | 8% | 7% | i | / | -0.4%
- O=C1CCCC2=C1Sc1ccc(Cl)cc1N2
 : 1% | -4% | -5% | ? | 11% | 64%[activator] | i | / | 3.9%
- CCOC(=O)N1CCN(Cc2c(NC(=O)c3ccco3)sc(C)c2C)CC1
 : ? | -5% | -13% | -11% | 2% | -3% | i | -20% | 9.1%
- Cc1ccccc1NS(=O)(=O)c1ccc2[nH]cc(C(=O)NCCCN3CCOCC3)c(=O)c2c1
 : -1% | -9% | -15% | 2% | 12% | -2% | i | 1% | 0.0%
- COc1ccc(/C=N/NC(=O)CNc2c(Br)cc(C)cc2Br)c(C(=O)O)c1OC
 : 4% | 8% | 4% | 2% | 2% | ? | i | 10%[11.3 µM] | 2.6%
- COc1ccc(NC2=C(C(C)=O)C(c3ccc(N(C)C)cc3)C(C(C)=O)C(C)(O)C2)cc1 (centres undefined)
 : 0% | -1% | 1% | 0% | 8% | -12% | i | / | -0.3%
- O=C(Nc1c(Cl)ccc2nsnc12)c1ccco1
 : -4% | -8% | -5% | 13% | 7% | -4% | i | -16% | 7.7%
- Cc1c(C)c2ccc(O[C@@H]3O[C@H](CO)[C@H](O)[C@H](O)[C@H]3O)cc2oc1=O
 : -3% | 0% | 2% | -10% | -3% | 11% | i | 6% | -0.6%
- Cc1cc(C)n2[nH]c(=O)c(N=Nc3cccc(Cl)c3)c2n1
 : 2% | 4% | 5% | -19% | -11% | -7% | i | -4% | 2.8%
- CC1(C)Cc2cccc(Oc3ccc(S(=O)(=O)N4CCCC4)cn3)c2O1
 : -1% | ? | -34% | 13% | -17% | -5% | i | -10% | -0.1%
- CCOc1cc(/C=N/NC(=O)CN2CCCCC2)ccc1OCc1ccccc1
 : -1% | 2% | -33% | 14% | 11% | 15% | i | 2% | 0.5%
- Cc1ccc(S(=O)(=O)N2CCOCC2)cc1C(=O)NCc1ccccn1
 : 1% | 0% | 12% | 5% | 7% | 3% | i | 7% | 0.2%
- N#C/C(=C\c1ccc(F)c(Br)c1)C(=O)NC1CC1
 : ? | 0% | -6% | -6% | -2% | 4% | i | -6% | 0.6%
- COC(=O)c1c(C(=O)OC)c(-c2cccc(Cl)c2)n2c1CS(=O)(=O)C2
 : -2% | -2% | -20% | -11% | 3% | 7% | ? | / | 0.0%
- COc1ccc(N(C(=O)c2ccco2)C(C(=O)NC2CCCC2)c2ccncc2)cc1 (centres undefined)
 : 7% | 3% | -6% | -3% | ? | 3% | i | 2% | 0.6%
- O=C(OCc1nnc(-c2ccccc2)o1)c1ccc2c(c1)OCO2
 : 7% | -12% | -9% | 0% | 2% | -14% | i | -5% | 0.6%
- CCCCSc1nnc(-c2cc(Br)ccc2N)c(=O)[nH]1
 : 3% | -16% | -15% | -5% | -31% | -1% | i | 6% | 2.3%
- OCC1OC(n2ccc3c(SCc4ccccc4)ncnc32)C(O)C1O (centres undefined)
 : 0% | 11% | -16% | -2% | ? | 10% | ? | 0% | 3.9%
- Nn1c(SCC(=O)NCC2CCCO2)nnc1-c1cc(Cl)ccc1Cl (centres undefined)
 : 30% | 1% | 2% | -1% | 4% | 11% | i | 1% | 2.1%
- COc1cc(CNC(=O)c2cc(-c3ccc(F)cc3OC)n[nH]2)cc(OC)c1
 : / | -12% | -13% | / | / | 9% | i | -2% | 0.5%
- COc1ccc(/C=N/n2cnnc2)cc1COc1ccccn1
 : -1% | ? | -17% | 18% | 6% | 9% | i | -1% | -0.8%
- C[C@H](CO)N1C[C@H](C)[C@@H](CN(C)Cc2ccc(-c3ccccc3)cc2)Oc2c(NC(=O)Nc3ccc(C(F)(F)F)cc3)cccc2C1=O
 : 14% | 8% | 0% | -2% | 15% | 3% | i | 12% | 0.5%
- O=C(NC(=S)N1CCc2ccccc21)c1ccccc1
 : ? | 0% | -22% | -5% | ? | 7% | i | ? | 7.2%
- COc1ccc(-c2cc(C(=O)N/N=C/c3sccc3C)c3ccccc3n2)c(OC)c1
 : ? | 8% | -23% | -11% | ? | -1% | i | 37% | -0.6%
- Cc1ccccc1NC(=S)N(Cc1cccnc1)Cc1ccco1
 : 2% | 6% | -18% | 1% | 0% | 1% | i | -1% | -1.0%
- Cc1ccc(S(=O)(=O)N2C[C@H]3n4c(=O)ccc(=O)n4C[C@H](OC(=O)Nc4cccs4)[C@@]3(O)C2)cc1
 : / | -24% | -7% | / | / | -14% | ? | -13% | 0.3%
- O=C(NCC(c1ccco1)N1CCCC1)c1ccccc1F (centres undefined)
 : -1% | -11% | 20% | 27% | 28% | 19%[57.1 µM] | i | 23% | 5.1%
- CCNc1nc(NC(C)(C)C)nc(N(C#N)CC)n1
 : ? | 19% | -13% | -1% | -30% | -5% | i | 0% | 3.0%
- CCn1cc(C(=O)O)c(=O)c2cc(F)c(N3CCN(C(=S)NC(=O)c4ccccc4Br)CC3)cc21
 : 0% | 14% | 11% | -9% | 5% | -6% | i | 5% | -0.2%
- COc1ccc(CC(CC(=O)O)C(=O)Nc2ccccc2)cc1 (centres undefined)
 : 2% | 1% | -7% | -2% | 20% | 8% | i | -4% | -0.1%
- CCCCc1nc(SCCOC)c2c(=O)n(C)c(=O)n(C)c2n1
 : 5% | 9% | 0% | -2% | -5% | 18µM* | i | -18% | 0.9%
- CC(=O)c1cccc(NC(=O)c2cc3nc(-c4ccc(Br)cc4)cc(C(F)(F)F)n3n2)c1
 : / | ? | -30% | 5% | / | / | / | / | 1.0%
- C=CCSc1nc2ccsc2c(=O)n1-c1ccccc1
 : 6% | -8% | -74% | -3% | 19% | ? | i | -2% | 3.1%
- O=S(=O)(c1ccc2oc3ccccc3c2c1)N1CCCC1
 : 4% | 22% | 14% | -1% | -16% | 13% | i | 1% | 0.0%

# Filtered by structure: the entries above with a cyano group.
# Fields: MCF10A rerep | TGFb inhibitor | HepG2 viability | A549 viability | Nrf2 inh | EPAC2 antag | S2 tox | ATXN2 expr inh | Nrf2 activator
- N#C/C(=C(/O)COC(=O)c1ccc(C#N)cc1)c1nc2ccccc2s1
 : 13% | 4% | 2% | -6% | 5% | -5% | i | 3% | 9.1%
- N#C/C(=C\c1ccc(F)c(Br)c1)C(=O)NC1CC1
 : ? | 0% | -6% | -6% | -2% | 4% | i | -6% | 0.6%
- CCNc1nc(NC(C)(C)C)nc(N(C#N)CC)n1
 : ? | 19% | -13% | -1% | -30% | -5% | i | 0% | 3.0%

# Next section.
# Fields: MCF10A rerep | TGFb inhibitor | HepG2 viability | A549 viability | Nrf2 inh | EPAC2 antag | S2 tox | ATXN2 expr inh | Nrf2 activator
- CCOC(=O)c1ccc(Nc2nc(=O)c3cccnc3s2)cc1
 : ? | 15% | -14% | -2% | ? | 2% | i | 108%[activator] | -0.2%
- Cc1cc2oc3c(c(=O)c2cc1C)C1(C(=O)N(C)c2ccccc21)N(CCO)C3=O (centres undefined)
 : / | -37% | 0% | 2% | -11% | / | i | 7% | -0.8%
- CC(=O)Nc1cc(C(=O)N2CCc3ccccc3C2)ccc1Sc1ccc(Cl)cc1
 : 23µM* | ? | -43% | 18% | 1% | -9% | i | 11% | 0.8%
- CCOC(=O)C1(C)CCN1C(=O)c1cc(OC)c(OC)c(OC)c1 (centres undefined)
 : / | -13% | -29% | / | / | 1% | i | -3% | 1.5%
- Cc1ccc(C)c(NC(=O)CCCN2C(=O)COc3ccc(C)cc32)c1
 : / | / | -37% | -4% | 3% | / | / | / | 2.3%
- CC(Oc1ccc(-c2ccccc2)c(F)c1)c1ccn(S(=O)(=O)c2ccc(F)cc2)n1 (centres undefined)
 : 16% | -19% | -2% | 0% | -27% | 0% | i | -8% | 0.1%
- CC1CCCC(NC(=O)CCNC(=O)c2ccc([N+](=O)[O-])cc2)C1C (centres undefined)
 : 3% | -6% | -2% | 0% | -26% | -2% | i | -10% | -0.7%
- CCC/C=C(\CCC)C(NC(=O)Cc1ccccc1)c1ccc(C(=O)OC)cc1 (centres undefined)
 : 1% | -29% | -9% | -17% | ? | ? | i | -11% | 3.2%
- FC(F)(F)c1cccc(NC(=S)N2CCCC2)c1
 : -8% | -7% | 3% | -6% | 10% | 2% | i | 9% | -0.7%
- O=C(Cc1cccs1)NCCSc1c(-c2ccc(Cl)cc2)[nH]c2ccccc12
 : 21µM* | ? | -33% | -22% | ? | 5% | ? | ? | -2.5%
- COc1ccc(NC(=O)Nc2nnc(N(C)C3CCCCC3)s2)c(OC)c1
 : / | 11µM* | -104% | -11% | ? | / | / | / | 0.5%
- CCOc1ccc(NS(=O)(=O)c2ccc(C(=O)NCC(c3ccco3)N(C)C)cc2)cc1 (centres undefined)
 : 7% | -8% | -3% | -13% | 8% | 6% | i | 1% | 0.6%
- CC(NC(=O)c1csc2ccccc12)C1CCCO1 (centres undefined)
 : 0% | 2% | 6% | -1% | 9% | 0% | i | 49%[activator] | 0.5%
- Cc1c(N)cccc1-c1nc2ccccc2[nH]1
 : 4% | 3% | -17% | -2% | 16% | 6% | i | 19% | -0.2%

# The list is partial. The share of hits here may be higher or lower than overall.
